Source: PubChem
PLCg1 inh: inhibitors of human phospholipase C gamma1. purified PLC-gamma1, fluorogenic substrate, fluorescence. inhibition, % at 12.2 µM. 370,000 tested, 0.84% active. AID 720700; in the data active means inhibition above about 9.5%
ADAM17 inh: inhibits human ADAM17. recombinant ADAM17, EDANS/DABCYL FRET peptide cleavage. inhibition, % at 6.95 µM. 370,000 tested, 0.83% active;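 active means inhibition above the mean of compounds lying between control limits plus 3 SD, set per campaign, cut at about 8.5% in these data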;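 further: 0% = DMSO-only wells as the low control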
SIAE inh: human SIAE inhibition, primary screen; inhibition, % at 9.66 µM; Q9HAT2; AID 1053197; 370,000 tested, 0.69% active; SIAE FP-Rh probe binding, fluorescence polarization;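 active means inhibition above a cutoff: mean of compounds within the control limits plus 3 SD of those, cut at about 17% in these data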;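 further: 0% = plate median of compound wells and 100% = probe without SIAE protein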
ARFGAP1 inh: rat ARFGAP1 inhibition; Arfgap1-stimulated ARF1 GTP hydrolysis, GDP FP detection; inhibition, % at 16.5 µM; 360,000 tested, 0.26% active;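 active means inhibition above a per-plate limit, mean inhibition of low control wells plus 3 SD, cut at about 25% in these data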;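 further: 0% = DMSO wells with enzyme and 100% = wells lacking Arfgap1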
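Assay system: Rat Arfgap1 GAP domain (His6, aa 1-136), purified enzyme | Buffer or medium: HEPES 25 mM pH 7.5, NaCl 150 mM, MgCl2, DTT | Schedule: GTP hydrolysis reaction 2 h at 25 °C | Signal: FP of antibody-bound GDP Alexa 633 tracer, ex 620/em 688 nm | Measure: Percent inhibition of Arfgap1-stimulated GTP hydrolysis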
DDE Tn7 FP inh: disrupts Tn7 cyclic peptide binding to fibrin D-Dimer-E complex; FP displacement of FITC-Tn7 peptide from fibrin DD(E); 0% = median of compound wells per plate; P02675; AID 720508; 370,000 tested, 0.13% active; inhibition, % at 8.3 µM;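 active means inhibition above the mean of compounds falling within the control limits plus 3 SD of them, cut at about 14% in these data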;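 further: 0% = plate median of compound wells and 100% = 10 µM Aha-Tn7 peptide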
Target sequence (P02675 whole entry, looked up): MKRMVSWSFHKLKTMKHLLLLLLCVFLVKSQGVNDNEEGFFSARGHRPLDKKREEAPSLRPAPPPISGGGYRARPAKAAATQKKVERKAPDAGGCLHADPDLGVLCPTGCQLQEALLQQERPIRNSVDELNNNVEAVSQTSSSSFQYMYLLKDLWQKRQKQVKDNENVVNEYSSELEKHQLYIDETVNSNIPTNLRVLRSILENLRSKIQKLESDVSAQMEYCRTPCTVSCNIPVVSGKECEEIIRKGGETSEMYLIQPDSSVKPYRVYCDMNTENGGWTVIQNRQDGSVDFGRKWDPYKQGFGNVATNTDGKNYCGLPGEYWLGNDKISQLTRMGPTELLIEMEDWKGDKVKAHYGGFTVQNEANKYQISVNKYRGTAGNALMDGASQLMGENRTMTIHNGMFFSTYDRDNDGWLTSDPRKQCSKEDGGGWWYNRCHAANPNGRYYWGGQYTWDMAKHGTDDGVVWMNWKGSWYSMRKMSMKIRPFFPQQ
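System: human fibrin DD(E); quantity: Fibrin-DD(E) at 2 µM final; also added: fluorescent Tn7 probe at 0.1 µM; compound dosing: single nominal test concentration of 8.3 µM per compound; schedule: 10 min preincubation, 3 h with tracer, room temperature; detection: fluorescence polarization of the labelled Tn7 tracer; repeats: one replicate per compound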
PLCb3 inh: PLC-beta3 (human) inhibition, primary screen. AID 720704. inhibition, % at 12.2 µM. 370,000 tested, 0.18% active. Q01970. Purified PLC-beta3, fluorogenic substrate, fluorescence; in the data active means inhibition above about 11%;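 further: 0% = median of compound wells on plate and 100% = full blocker control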
ADAM10 inh: inhibitors of human ADAM10; O14672; recombinant ADAM10, EDANS/DABCYL FRET peptide cleavage, 3 h; inhibition, % at 7 µM; 370,000 tested, 0.62% active;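 active means inhibition above a per-campaign cutoff equal to the mean of compounds falling between control-based bounds plus 3 SD, cut at about 20% in these data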;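 further: 0% = DMSO wells while the 100% control is not disclosed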
Tn6 DDE FP: disrupts Tn6 cyclic peptide binding to fibrin D-Dimer-E complex; P02675; Fibrin DD(E) TRITC-Tn6 fluorescence polarization displacement; inhibition, % at 8.3 µM; 370,000 tested, 0.21% active; AID 720509;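 active means inhibition above a per-campaign cutoff: mean of compounds within control limits plus 3 SD, cut at about 15% in these data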;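 further: 0% = median of all compound wells on the plate and 100% = blocking peptide control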
ASAP1 GAP inh: blocks human ASAP1-stimulated Arf1 GTP hydrolysis | Q9ULH1 | GDP FP detection | inhibition, % at 16.5 µM | 360,000 tested, 0.19% active | AID 624377; in the data active means inhibition above about 25%;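 further: 0% = vehicle with enzyme and substrate and 100% = no enzyme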
TDP2 inh: TDP2 (human) inhibition, absorbance primary screen | inhibition, % at 12.8 µM | 370,000 tested, 0.34% active | recombinant TDP2, T5PNP hydrolysis, p-nitrophenol absorbance 415 nm | O95551;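 active means inhibition above the mean of all tested compounds plus 3 SD, set per campaign, cut at about 25% in these data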;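 further: 0% = DMSO with enzyme and 100% = buffer with substrate but no TDP2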
Target sequence (O95551 whole entry, looked up): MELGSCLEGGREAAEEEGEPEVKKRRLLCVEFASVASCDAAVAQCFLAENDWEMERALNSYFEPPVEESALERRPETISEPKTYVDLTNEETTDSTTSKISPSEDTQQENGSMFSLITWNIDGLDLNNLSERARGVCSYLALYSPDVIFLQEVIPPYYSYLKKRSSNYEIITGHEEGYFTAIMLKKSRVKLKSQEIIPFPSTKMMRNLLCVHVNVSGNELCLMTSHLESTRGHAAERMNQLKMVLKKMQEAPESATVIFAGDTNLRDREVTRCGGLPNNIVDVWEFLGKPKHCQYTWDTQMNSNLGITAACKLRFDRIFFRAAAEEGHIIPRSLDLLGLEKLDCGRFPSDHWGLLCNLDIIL
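Read-out basis: percent inhibition. System: recombinant human TDP2. Buffer or medium: Mg2+-containing Tris-HCl buffer, pH 7.5. Repeats: single replicate. Timing: reaction 2 h, 37 °C. Benchmarks: high control without enzyme, low control DMSO plus TDP2. Probe or stimulus: 5 mM T5PNP. Doses: 12.8 µM only. Measured by: epi absorbance of p-nitrophenol freed from T5PNP by hydrolysis.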
The depositor's hits bear a star; i = inactive.

No.	PLCg1 inh	ADAM17 inh	SIAE inh	ARFGAP1 inh	DDE Tn7 FP inh	PLCb3 inh	ADAM10 inh	Tn6 DDE FP	ASAP1 GAP inh	TDP2 inh	structure
1	4	2	1	2	-6	4	-1	10	-2	-13	Cc1cccc([C@@H](NC(=O)OC(C)(C)C)C(=O)OC(C)(C)C)c1
2	-6	-1	-4	4	7	-5	8	4	5	-12	O=C(c1ccccc1Cc1ccccc1)N1CCN(S(=O)(=O)c2ccccc2[N+](=O)[O-])CC1
3	5	-3	1	-2	5	5	-5	-4	-4	2	COc1ccccc1NC(=O)Nc1nc(C(N)Cc2ccccc2)cs1 (stereo not drawn)
4	-2	-1	5	7	-4	-4	-6	-3	-18	19	CCc1ccc(OCc2cnc(Cl)s2)cc1
5	-21	-1	4	0	4	-34	-5	-8	4	4	COc1ccc(C2=NCCn3nc4cc([N+](=O)[O-])ccc4c32)cc1
6	0	-3	7	0	3	3	0	12	-12	1	CC(C)CCNC(=O)Nc1ccc2c(c1)N(C)C(=O)CS2
7	0	-5	-2	1	9	-1	-3	4	-2	11	Cc1ccsc1/C=C(\C#N)C(=O)NCc1cccnc1
8	-2	-3	-11	-7	4	1	-8	8	-23	-8	Cc1cc(C(=O)N/N=C/c2ccccn2)n[nH]1
9	3	2	10	0	-1	-5	2	-5	-5	4	N#Cc1ccccc1OCC(=O)NCC(c1cccs1)N1CCOCC1 (stereo not drawn)
10	1	-4	3	13	4	1	-6	3	-1	0	CCOc1ccccc1C=NN=Cc1ccccc1O
11	-37	-29	0	-1	4	-45	-78	6	-6	-9	COc1ccc(CCn2c(=N)c(C(=O)N3CCN(C)CC3)cc3c(=O)n4ccccc4nc32)cc1
12	-3	-5	-9	-1	0	-9	-6	4	-5	-10	C1CC1Cc1noc(CN2CCN(CC3CC3)CC2)n1
13	2	5	-3	21	2	-3	6	-1	3	-7	Cc1cc(C(=O)NCc2nc(-c3ccccc3)no2)ccc1[N+](=O)[O-]
14	4	-1	-2	14	-2	-6	-1	0	-6	-3	CC(C)N(Cc1ccccc1)C(=O)COC(=O)C1CCN(S(=O)(=O)c2ccc3c(c2)OCCO3)CC1
15	4	0	3	-4	-3	3	1	7	-15	10	COc1ccc(NC(=O)N2CCCc3ccccc32)cc1
16	-3	-2	-5	-14	6	-10	-7	-9	-8	4	Cc1ccc(S(=O)(=O)N2CC(=O)N3CCN(CCN)C3C2)cc1 (stereo not drawn)
17	2	4	-12	-7	-7	1	9	1	18	-12	CCOC(=O)c1nc[nH]c1C
18	5	1	-1	5	-2	3	6	4	4	-7	CCOC(=O)c1nnc(-c2ccc(C)cc2)nc1Oc1ccccc1Cl
19	0	0	4	0	5	0	-2	10	-15	-4	O=C(C1CCC1)N1CCN(S(=O)(=O)c2cc(F)ccc2F)CC1
20	-7	-4	4	7	-3	-11	-1	-4	5	-4	O=C(COC(=O)Cc1ccc(S(=O)(=O)N2CCCCC2)s1)Nc1ccc2c(c1)OCO2

Records 1–6 of the list above:
No.	PLCg1 inh	ADAM17 inh	SIAE inh	ARFGAP1 inh	DDE Tn7 FP inh	PLCb3 inh	ADAM10 inh	Tn6 DDE FP	ASAP1 GAP inh	TDP2 inh	structure
1	4	2	1	2	-6	4	-1	10	-2	-13	Cc1cccc([C@@H](NC(=O)OC(C)(C)C)C(=O)OC(C)(C)C)c1
2	-6	-1	-4	4	7	-5	8	4	5	-12	O=C(c1ccccc1Cc1ccccc1)N1CCN(S(=O)(=O)c2ccccc2[N+](=O)[O-])CC1
3	5	-3	1	-2	5	5	-5	-4	-4	2	COc1ccccc1NC(=O)Nc1nc(C(N)Cc2ccccc2)cs1 (stereo not drawn)
4	-2	-1	5	7	-4	-4	-6	-3	-18	19	CCc1ccc(OCc2cnc(Cl)s2)cc1
5	-21	-1	4	0	4	-34	-5	-8	4	4	COc1ccc(C2=NCCn3nc4cc([N+](=O)[O-])ccc4c32)cc1
6	0	-3	7	0	3	3	0	12	-12	1	CC(C)CCNC(=O)Nc1ccc2c(c1)N(C)C(=O)CS2

(continued)
No.	PLCg1 inh	ADAM17 inh	SIAE inh	ARFGAP1 inh	DDE Tn7 FP inh	PLCb3 inh	ADAM10 inh	Tn6 DDE FP	ASAP1 GAP inh	TDP2 inh	structure
21	-44	-8	-3	5	-2	-75	-16	-5	3	-9	CCCC(=O)Nc1sc2c(c1C(=O)Nc1ccccn1)CCCC2
22	2	-4	-3	11	4	-2	1	6	-2	9	O=S(=O)(Cc1ccccc1)N1CCCCCC1
23	i	i	-5	-2	6	i	i	1	13	4	Cc1ccc(-c2cnc(-c3ccncc3)o2)cc1
24	-15	1	-6	7	2	-16	-3	-1	-5	-6	C=CCc1cccc(/C=N/NC(=O)c2ccccc2Br)c1O
25	-124	-25	7	-9	0	-153	-151	5	-13	-3	CCCCCCSc1ccc(-c2nc3ccc(C)cn3c2NC2CCCCC2)cc1
26	5	0	-2	-4	-1	-5	-8	-5	13	-5	O=C(COC(=O)c1ccc(O)cc1)NC(=O)NCc1ccccc1
27	-2	5	-2	-8	2	1	4	3	7	10	CC1CCCN(S(=O)(=O)c2ccc(Br)s2)C1 (stereo not drawn)
28	1	2	16	-15	11	-2	3	2	7	-15	O=C1CCCC(O)=C1N=Nc1cccc(S(=O)(=O)N2CCOCC2)c1
29	-2	-4	1	-14	-8	0	-5	-2	4	3	CC(C)=CC(=O)NCCc1ccccc1
30	5	4	3	2	0	-2	-3	1	-3	1	COc1ccc(N(C)C(=O)CCS(=O)(=O)c2cccc3nsnc23)cc1
31	-9	3	1	-8	4	-14	-13	-1	1	-6	O=C(CSc1ncnc2c1cnn2-c1ccccc1)NCC1CCCO1 (stereo not drawn)
32	-1	-6	4	7	0	-11	-5	-3	5	-1	O=C(CCc1ccc(S(=O)(=O)N2CCOCC2)cc1)Nc1ccc2c(c1)OCCO2
33	7	-2	-3	-3	-2	5	-5	0	1	-9	COC(=O)C(Cc1ccccc1)NC(=O)CSc1nc(C)cc(=O)[nH]1 (stereo not drawn)
34	6	2	4	3	-3	1	8	-4	7	-17	COc1ccccc1CN(C(=O)CNC(=O)c1ccco1)C(C(=O)NCC1CCCO1)c1ccc(OC)c(OC)c1 (stereo not drawn)
35	0	-4	2	3	0	-6	-3	-4	5	0	COc1ccc(N2CCN(C(=S)NCc3ccc(C)cc3)CC2)cc1
36	1	-4	-1	-3	0	-2	-2	1	-7	10	CCCNC(=O)C1(C)CCN(C(=O)c2ccc3ccccc3c2)C1 (stereo not drawn)
37	0	1	-55	5	-1	0	13	-11	11	2	COc1ccc(NC(=O)c2ccc3c(c2)NC(=O)CS3)cc1S(=O)(=O)Nc1ccc(Br)cc1
38	5	3	2	12	-2	1	-7	-3	0	-8	COc1ccc(/C(C)=N/NC(=O)c2ccncc2)cc1
39	1	-4	5	8	-2	-4	-8	-8	0	4	C/C=C(\C)CN1CCC(Oc2cccc(C(=O)NCc3ccccn3)c2)CC1
40	3	1	2	-1	1	-1	4	-1	10	-7	O=C(O)C1CC=CCC1C(=O)Nc1ccccc1 (stereo not drawn)
41	3	-4	4	17	0	-5	6	-6	-8	-6	CCOC(=O)N1CCN(Cc2nc3cc([N+](=O)[O-])ccc3n2C)CC1
42	2	5	-4	4	2	-3	6	-3	0	-5	Cc1cccc(NC(=O)c2cccc(S(=O)(=O)N3CCCCC3)c2)c1
